# Pf apPOL block – Pf-apPOL DNA polymerase inhibition | Recombinant Pf-apPOL, molecular beacon fluorescence, 1.5 h | inhibition, % at 10 µM | 210,000 compounds, 0.25% hits
# mHTT-CaM PPI inh – mHTT-calmodulin interaction abrogation; P42858; AID 1671202; 190,000 compounds, 3.6% hits; inhibition, % at 15 µM; AlphaScreen His-mHTT/GST-CaM binding, luminescence;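 note: 0% = both proteins with DMSO and 100% = one protein alone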
# Target sequence (P42858 whole entry, looked up, stated change not applied): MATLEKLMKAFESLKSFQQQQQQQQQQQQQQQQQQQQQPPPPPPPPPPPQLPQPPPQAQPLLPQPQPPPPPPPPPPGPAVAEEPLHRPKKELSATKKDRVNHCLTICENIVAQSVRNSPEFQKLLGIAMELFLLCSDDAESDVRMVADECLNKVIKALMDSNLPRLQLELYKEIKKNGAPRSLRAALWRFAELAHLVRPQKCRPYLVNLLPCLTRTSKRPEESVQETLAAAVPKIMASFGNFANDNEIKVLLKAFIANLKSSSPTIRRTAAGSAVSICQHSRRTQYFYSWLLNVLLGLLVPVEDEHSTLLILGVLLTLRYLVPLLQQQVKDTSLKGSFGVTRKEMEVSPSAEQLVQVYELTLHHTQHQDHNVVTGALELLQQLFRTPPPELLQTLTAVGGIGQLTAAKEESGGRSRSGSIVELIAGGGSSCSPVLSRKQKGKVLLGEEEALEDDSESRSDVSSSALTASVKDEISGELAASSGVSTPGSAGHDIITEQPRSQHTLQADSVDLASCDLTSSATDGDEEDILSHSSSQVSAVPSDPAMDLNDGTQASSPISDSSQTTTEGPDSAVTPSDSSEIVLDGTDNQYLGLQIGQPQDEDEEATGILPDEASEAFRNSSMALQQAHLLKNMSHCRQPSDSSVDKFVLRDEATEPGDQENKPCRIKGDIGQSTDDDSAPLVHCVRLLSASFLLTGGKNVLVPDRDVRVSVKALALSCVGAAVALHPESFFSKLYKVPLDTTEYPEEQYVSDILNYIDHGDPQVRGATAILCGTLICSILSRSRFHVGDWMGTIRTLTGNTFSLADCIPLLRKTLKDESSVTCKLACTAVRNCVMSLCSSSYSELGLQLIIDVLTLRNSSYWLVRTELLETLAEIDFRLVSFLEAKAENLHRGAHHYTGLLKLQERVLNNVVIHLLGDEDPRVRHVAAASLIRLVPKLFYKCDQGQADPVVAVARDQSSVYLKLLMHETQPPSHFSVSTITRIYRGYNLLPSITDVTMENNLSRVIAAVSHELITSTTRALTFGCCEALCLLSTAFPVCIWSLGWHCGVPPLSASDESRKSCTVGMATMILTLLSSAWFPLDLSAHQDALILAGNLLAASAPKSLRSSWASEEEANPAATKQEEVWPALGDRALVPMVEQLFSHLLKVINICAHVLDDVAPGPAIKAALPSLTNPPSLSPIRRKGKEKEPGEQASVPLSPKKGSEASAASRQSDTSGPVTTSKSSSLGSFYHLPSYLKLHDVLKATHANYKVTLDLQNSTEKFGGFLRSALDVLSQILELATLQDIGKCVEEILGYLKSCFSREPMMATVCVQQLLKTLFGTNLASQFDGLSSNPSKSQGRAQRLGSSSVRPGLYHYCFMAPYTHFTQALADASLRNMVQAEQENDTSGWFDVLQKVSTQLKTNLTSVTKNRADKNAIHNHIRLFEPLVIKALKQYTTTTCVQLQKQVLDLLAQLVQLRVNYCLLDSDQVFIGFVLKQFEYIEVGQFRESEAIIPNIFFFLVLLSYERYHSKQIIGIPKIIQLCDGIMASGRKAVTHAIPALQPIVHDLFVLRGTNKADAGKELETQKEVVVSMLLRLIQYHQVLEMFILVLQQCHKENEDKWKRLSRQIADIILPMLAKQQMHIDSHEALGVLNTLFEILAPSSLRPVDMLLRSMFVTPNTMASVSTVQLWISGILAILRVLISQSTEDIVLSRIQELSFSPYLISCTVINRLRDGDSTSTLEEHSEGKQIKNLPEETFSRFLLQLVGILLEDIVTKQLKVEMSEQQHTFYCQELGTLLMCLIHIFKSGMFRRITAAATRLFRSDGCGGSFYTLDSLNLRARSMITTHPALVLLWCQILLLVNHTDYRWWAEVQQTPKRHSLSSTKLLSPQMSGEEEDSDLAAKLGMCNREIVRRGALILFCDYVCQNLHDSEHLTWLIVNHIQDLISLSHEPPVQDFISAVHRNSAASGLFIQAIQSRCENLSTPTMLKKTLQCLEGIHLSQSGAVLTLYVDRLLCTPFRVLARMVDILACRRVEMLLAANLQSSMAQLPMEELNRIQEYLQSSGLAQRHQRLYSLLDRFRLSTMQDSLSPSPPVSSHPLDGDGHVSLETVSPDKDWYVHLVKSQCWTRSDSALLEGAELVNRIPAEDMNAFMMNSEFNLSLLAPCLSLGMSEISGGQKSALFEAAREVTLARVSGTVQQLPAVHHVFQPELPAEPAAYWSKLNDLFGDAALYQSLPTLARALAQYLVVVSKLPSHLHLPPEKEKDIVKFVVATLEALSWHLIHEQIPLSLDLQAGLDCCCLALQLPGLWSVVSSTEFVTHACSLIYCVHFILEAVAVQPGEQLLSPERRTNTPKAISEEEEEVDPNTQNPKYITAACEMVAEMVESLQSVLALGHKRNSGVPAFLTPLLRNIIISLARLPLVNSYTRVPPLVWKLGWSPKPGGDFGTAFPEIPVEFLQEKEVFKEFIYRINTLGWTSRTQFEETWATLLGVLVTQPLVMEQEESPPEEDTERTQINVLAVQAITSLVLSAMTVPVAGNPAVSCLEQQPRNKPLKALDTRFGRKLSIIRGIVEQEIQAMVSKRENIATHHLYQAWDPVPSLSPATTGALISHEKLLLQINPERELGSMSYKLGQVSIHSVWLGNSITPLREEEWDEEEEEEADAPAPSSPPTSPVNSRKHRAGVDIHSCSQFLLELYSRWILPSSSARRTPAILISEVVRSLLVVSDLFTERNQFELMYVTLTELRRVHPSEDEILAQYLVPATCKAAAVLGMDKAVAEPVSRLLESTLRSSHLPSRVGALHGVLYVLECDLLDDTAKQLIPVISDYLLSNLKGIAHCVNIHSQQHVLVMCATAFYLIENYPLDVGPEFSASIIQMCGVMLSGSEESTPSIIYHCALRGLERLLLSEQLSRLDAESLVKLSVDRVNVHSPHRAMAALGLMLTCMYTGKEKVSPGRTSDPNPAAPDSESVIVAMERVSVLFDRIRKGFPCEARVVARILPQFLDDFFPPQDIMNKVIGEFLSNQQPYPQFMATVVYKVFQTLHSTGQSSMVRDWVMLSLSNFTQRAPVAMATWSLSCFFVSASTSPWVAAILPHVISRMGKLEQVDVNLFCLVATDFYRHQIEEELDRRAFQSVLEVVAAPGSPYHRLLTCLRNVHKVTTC
# * hit, by the source's call; . = not tested or not shown; & = joins results of further samples. Cut-off read from the data, not from the text of the source: active = inhibition above about 50%; inactive = the rest.
no.	canonical_smiles	Pf apPOL block	mHTT-CaM PPI inh
1	Cc1nc(C2CCN(C(=O)c3ccsc3)CC2)n[nH]1	9	-7
2	CCOc1ccccc1NC(=O)CN(c1ccccc1OC)S(C)(=O)=O	1	5
3	CCOC1=NN(c2ccc([N+](=O)[O-])cc2)C(=O)/C1=C/c1ccccc1OCC	2	22
4	Brc1ccccc1CN1CCC(N2CCN(c3ccccc3)CC2)CC1	-8	20
5	CCc1c(O)nc(SC)n(-c2ccccc2)c1=O	-5	-10
6	CC(C)C1C(=O)N(Cc2cn(CCC3OCCO3)nn2)CCS(=O)(=O)N1Cc1ccc(-c2ccccc2Cl)cc1 (stereo not given)	-1	66*
7	COCCCn1c(-c2cccc(OC)c2)nc(=S)c2c1CCCC2	-8	-6
8	Cc1oc(C2CCN(C(=O)c3ccc(C(C)(C)C)cc3)CC2)nc1C(=O)N1CCOCC1	-5	17
9	CCCCc1nnc(NC(=O)c2ccc([N+](=O)[O-])cc2)s1	-19	-1
10	COc1ccc(NC(=O)c2sc3c(Cl)c(OC)ccc3c2Cl)c(OC)c1	3	-1
11	Cc1ccc(NC(=O)Cn2[nH]c3c(cnc4ccc(F)cc43)c2=O)cc1Cl	3	2
12	COc1cc(/C=C2/SC(N3CCOCC3)=NC2=O)ccc1O	0	6
13	CC12CCC(=O)C=C1CCC1C3CCC(O)(C(=O)CO)C3(C)CC3OC312 (stereo not given)	-5	.
14	Cc1nc2scc(C)n2c(=O)c1NC(=O)Cc1ccc(F)cc1	0	-3
15	O=C1C(=O)N(CCN2CCOCC2)C(c2cccc([N+](=O)[O-])c2)C1=C(O)c1ccc(F)cc1 (stereo not given)	6	1
16	CC=CC=NNC(=O)NN=CC=CC	-1	.
17	COc1cc(C=C2SC(=S)N(CCCCC(C(=O)O)N3C(=O)C(=Cc4ccc(O)c(OC)c4)SC3=S)C2=O)ccc1O (stereo not given)	62*	49
18	CCCN1CCN(c2ncc3c(n2)CCN(Cc2ccc(OC)c(OC)c2OC)C3)CC1	-6	12
19	N#Cc1ccc(Oc2ccccc2N2C(=O)c3ccccc3C2=O)cc1	0	-6
20	O=C(O)C(Cc1ccccc1)NC(=O)C1CCCN1C(=O)COc1ccccc1 (stereo not given)	2	-6
21	O=C(NC1CC1)c1ccc(CN2CCN(c3ccccc3)CC2)o1	-2	-1
22	O=C(Nc1ccc2c(c1)OCO2)C1CN(S(=O)(=O)C2CC2)CC12CCCCC2 (stereo not given)	1	73*
23	O=C(Cc1cccs1)Nc1nnc(SCc2ccc([N+](=O)[O-])cc2)s1	14	-6
24	Cn1ncc([N+](=O)[O-])c1C(=O)Nc1cccc(Cl)c1	2	1
25	CN1CCN(C(=O)c2cn3cc(-c4ccc(C(F)(F)F)cc4)ccc3n2)CC1	-15	6
26	CC(NC(=O)c1cc(-c2ccncc2)cn1C)c1ccccc1 (stereo not given)	-15	14
27	CCOC(=O)Oc1c(Cl)cc2oc(=O)sc2c1Br	0	54*
28	COc1ccc(-c2nnc3n2N=C(c2cccc(C(F)(F)F)c2)CS3)cc1	-5	2
29	Cc1nnc(N2C(=O)c3ccc(Oc4ccc([N+](=O)[O-])cc4)cc3C2=O)s1	-5	4
30	c1ccc(-c2cn(CC3CCCCC3)nn2)cc1	1	-10
31	O=C(Nc1ccc(Cl)c(-c2nc3ncccc3o2)c1)c1ccccc1F	3	8
32	CCCCN(CCCC)S(=O)(=O)c1nc(C)c(Cl)c(C)c1C#N	-4	-101&-137
33	CCOc1ccc(C2C3=C(CCCC3=O)Nc3ncnn32)cc1OC (stereo not given)	0	1
34	CCCNc1ccc(-c2nc(-c3cccc(F)c3)no2)cn1	0	-3
35	O=C(Nc1cccc(Cl)c1Cl)C12CC3CC(CC(C3)C1)C2	-4	-5
36	Cc1cccc(/C=C2\CS/C(=C\c3cccc(C)c3)C2=O)c1	-7	45
37	CN1CCN(C(CNC(=O)Cc2cccc3ccccc23)c2ccsc2)CC1 (stereo not given)	-12	-12
38	Cc1nc(SCC(=O)c2ccccc2)n[nH]1	-2	0
39	COc1cccc(C(=O)N2CCc3c(c(-c4nc(-c5ccccc5)no4)nn3C)C2)c1	-1	30
40	Cc1cc(C(=O)NC(C)C)c2cc(F)ccc2n1	0	5
41	CC(=O)c1ccc(NC(=O)c2oc(=O)c3ccccc3c2-c2ccccc2)cc1	0	-5
42	CCCCc1ccc(-c2nc(C=Nc3ccc(Cl)c([N+](=O)[O-])c3)c(O)o2)cc1	0	18
43	CS(=O)(=O)N1CCN(C/C=C/c2ccccc2)CC1	-8	-6
44	Nc1ccc(Cl)c(NC(=O)CC(=O)c2ccccc2)c1	0	25
45	Cc1ccc(C2CC(C(F)(F)F)n3nc(C(=O)N(C)CCC#N)cc3N2)cc1 (stereo not given)	0	10
46	COc1ccc(CCNC(=O)C2CCN(c3nc4cccnc4s3)CC2)c(OC)c1	-4	-10
47	COc1ccc(C=C2SC(=S)N(CCc3ccc(O)cc3)C2=O)c(OC)c1	2	77*
48	Cc1ccc(NC(=O)c2ccc(NCCN)c([N+](=O)[O-])c2)cc1	-3	18
49	COc1ccc(-c2coc3c(CN4CCCC(C)C4)c(O)ccc3c2=O)cc1OC (stereo not given)	-3	3
50	COc1ccc(-c2csc(Nc3cccnc3)n2)cc1	11&6	.
51	CCC(C(=O)N1CCC(CCOc2cccnc2)CC1)c1ccccc1 (stereo not given)	-5	-8
52	CN(C)CC1CN(S(C)(=O)=O)CC12CCOCC2 (stereo not given)	-7	-8
53	CC1CCCN(C(=O)C2CCCN(c3cnc4nccnc4c3)C2)C1 (stereo not given)	-1	-1
54	CN(C)S(=O)(=O)NCC1CCCO1 (stereo not given)	.	-9
55	CC(=O)c1cccc(NC(=O)CN(c2ccccc2F)S(=O)(=O)c2ccccc2)c1	0	-4
56	COc1ccc(-n2nc(C(=O)Nc3cnc4ccccc4c3)c3ccccc3c2=O)c(OC)c1	2	1
57	Clc1cccc(-c2noc(-c3ccsc3)n2)c1	-3	.
58	N#CC(C(=O)c1cccs1)=C1SCCS1	-6	.
59	Cc1cccc(N2CCN(C(=O)c3ccc4nc5ccc(Cl)cc5c(=O)n4c3)CC2C)c1 (stereo not given)	-9	4
60	Cc1nc2cc3c(cc2s1)OCO3	5	-7

# (continued)
no.	canonical_smiles	Pf apPOL block	mHTT-CaM PPI inh
61	COCCn1cc(C(=O)NCc2c(F)cccc2F)c2nn(-c3ccccc3)c(=O)c-2c1	-8	44
62	CCC(=O)OCCCN1CCC2(CCCCC2)C1=O	-5	-9
63	O=C(NC1CCCCCCC1)C1CCCN(c2cnn(Cc3ccccc3)c(=O)c2)C1 (stereo not given)	-6	26
64	COc1ccc(CNCc2ccc(C)cc2C)c(OC)c1	-2	-2
65	O=C(Cc1ccc(Cl)cc1)Nc1ccc(-c2nnc3n2CCCCC3)cc1	-6	-1
66	COc1ccc(C(=O)Nc2nnc(C(F)(F)F)s2)cc1	-3	-2
67	O=C(c1cnccn1)N1CCC2(CC1)NC(=O)N(Cc1ccc(F)cc1)C2=O	-1	-1
68	CC(C)OC(=O)COc1ccc2c(-c3cc4ccccc4oc3=O)cc(=O)oc2c1	-6	0
69	O=S(=O)(c1ccc(N2CCOCC2)nc1)N1CCN(c2c(Cl)cncc2Cl)CC1	9	.
70	CCSc1ccc(C(=O)NCC(=O)O)cc1	-19	.
71	Cc1cccc(OCCOCCOc2ccccc2/C=C2\C(=O)NN(c3ccccc3)C2=O)c1	-15	0
72	CCCNC(=O)C1CCN(c2nc3ccc(-c4cccnc4)nc3s2)CC1	2	5
73	O=C(O)CN1C(=O)C2C3CC(C(Br)C3Br)C2C1=O (stereo not given)	-2	-6
74	O=C(CN1C(=O)/C(=C/c2ccc(C(F)(F)F)cc2)Sc2ccccc21)N1CCCC1	4	14
75	N#CCSC1=Nc2ccccc2C2=NC(c3ccccc3)C(=O)N12 (stereo not given)	-1	9
76	COc1cc(CN2CCN(Cc3cccc(Cl)c3)CC2)c([N+](=O)[O-])cc1OC	-10	16
77	CN(C(=O)Nc1ccccc1)C1CCS(=O)(=O)C1 (stereo not given)	3	3
78	Cc1ccc(NC(=O)c2nnn(-c3cc(C)cc(C)c3)c2N)cc1	-1	-10
79	CC(=O)C1=C(C)NC(SCC(=O)c2ccc(C)cc2)=C(C#N)C1c1cccc([N+](=O)[O-])c1 (stereo not given)	-1	31
80	Nc1cc2c(cc1N)OCCO2	.	-5
81	Cc1ccnc(NC(=O)Cc2ccc(Cl)cc2)c1	-7	-4
82	CCOc1ccc(C2C(N3C(=O)c4ccccc4C3=O)C(=O)N2c2cccc(Cl)c2)cc1 (stereo not given)	10	1
83	Cc1ccc(NC(NC(=O)c2ccco2)C(=O)c2ccccc2)cc1 (stereo not given)	0	20
84	Cc1c(NC(=O)c2cccs2)cccc1-c1nc2ccccc2o1	12	-11

# Quoted at random: three entries already listed.
no.	canonical_smiles	Pf apPOL block	mHTT-CaM PPI inh
73	O=C(O)CN1C(=O)C2C3CC(C(Br)C3Br)C2C1=O (stereo not given)	-2	-6
80	Nc1cc2c(cc1N)OCCO2	.	-5
75	N#CCSC1=Nc2ccccc2C2=NC(c3ccccc3)C(=O)N12 (stereo not given)	-1	9

# (next part)
no.	canonical_smiles	Pf apPOL block	mHTT-CaM PPI inh
85	C[C@H]1CCC(=O)N([C@H](CN=[N+]=[N-])Cc2ccccc2)CC1	-3	-1
86	N#Cc1cc([N+](=O)[O-])cnc1Sc1ccccc1	-2	4
87	Fc1ccc(Nc2nc(-c3ccccc3)cs2)cc1	1	30
88	O=C1c2ccc(Oc3ccc([N+](=O)[O-])cc3)cc2C(=O)N1c1ccc2c(c1)OCO2	0	-3
89	COc1ccc(OC)c(CCNC(=O)c2cccc(N3C(=O)C(C)CS3(=O)=O)c2)c1 (stereo not given)	-4	18
90	C=C(C)C1CCC2(C)OC(=O)N(Cc3ccccc3)C12C (stereo not given)	-4	-4
91	Cc1cc(NC(=O)C2CCN(c3ncnc4c3nc3n4CCCCC3)CC2)no1	-3	2
92	N#C/C(=C\c1cccc(Cl)c1)c1nn(-c2ccccc2)c(N)c1C#N	-2	8
93	N#C/C(=C\c1ccc(O)c(Br)c1)c1nc(-c2cccc([N+](=O)[O-])c2)cs1	-1	7
94	O=C(Cc1ccccc1F)N1CCCC(COc2ccc(C(=O)N3CCCC3)cc2)C1 (stereo not given)	14	14
95	O=C(NCc1ccccc1Cl)C1CCN(S(=O)(=O)N2CCCC2)CC1	-12	2
96	CCC(=O)N1CCc2sc(S(=O)(=O)N3CCN(c4ccccc4OC)CC3)cc2C1	-4	41

# Part of the list above, reformatted.
85. C[C@H]1CCC(=O)N([C@H](CN=[N+]=[N-])Cc2ccccc2)CC1
- Pf apPOL block = -3
- mHTT-CaM PPI inh = -1
90. C=C(C)C1CCC2(C)OC(=O)N(Cc3ccccc3)C12C (stereo not given)
- Pf apPOL block = -4
- mHTT-CaM PPI inh = -4
87. Fc1ccc(Nc2nc(-c3ccccc3)cs2)cc1
- Pf apPOL block = 1
- mHTT-CaM PPI inh = 30
86. N#Cc1cc([N+](=O)[O-])cnc1Sc1ccccc1
- Pf apPOL block = -2
- mHTT-CaM PPI inh = 4

# Additional structures follow.
no.	canonical_smiles	Pf apPOL block	mHTT-CaM PPI inh
97	Cc1ccc(N=C(NO)c2cnccc2C(F)(F)F)c(C)c1	3	.
98	CCOc1ccc(-c2nc3n(n2)C(c2ccc(OC)cc2)C2=C(CCCC2=O)N3)cc1 (stereo not given)	-1	16
99	COc1c(C(=O)O)c(=O)[nH]c2c(OC)cccc12	3	-6
100	O=C(COc1ccc([N+](=O)[O-])cc1)Nc1ccccc1C(=O)O	-5	-4
101	Cc1ccc(CSc2nc3c(c(=O)[nH]2)CN(Cc2ccccc2)CC3)cc1	-3	21
102	N=c1nc(N)nc2scc(-c3ccc(F)cc3)n[n+]1-2	.	29
103	Cc1ccc(-n2c(=O)n(CC(=O)Nc3ccccc3C)c3cccnc32)cc1	4	-2
104	O=C(c1cc2ccccc2o1)N1CCCC(c2nnc(C(F)(F)F)o2)C1 (stereo not given)	-3	-14
105	O=S(=O)(NCC(O)C1CCCCC1)c1ccc(Br)cc1 (stereo not given)	-6	-21
106	O=C(CSc1ccccn1)Nc1ncc(Br)cc1Br	1	2
107	CCN(CC)S(=O)(=O)c1ccc(C(=O)NC2CCCCC2)cc1	-3	1
108	CCCc1c(C(=O)O)nnn1-c1ccc(C)cc1F	-3	-9
109	COc1ccc2nc(NC(=O)Nc3ccc(Cl)cc3)sc2c1	-6	1
110	CC(=O)NC(=O)c1cc2cc([N+](=O)[O-])ccc2oc1=Nc1ccc(Cl)cc1Cl	1	-1
111	COCc1nnc(NC(=O)c2ccc3c(c2)OCO3)s1	-6	-1
112	Cc1cc(NC(=O)C(=O)NCC2CCN(C3CCCC3)CC2)c2ccccc2n1	-7	-7
113	CCN(CC)c1ccc(CN2CCOCC2)cc1	1	5
114	O=C(Nc1cnc(N2CCCC2)nc1)c1ccsc1	-1	-1
115	CC(C)(C)NCC(O)COc1ccc(C(C)(C)C)cc1 (stereo not given)	0	-2
116	Cc1ccc(N=C2C(=O)Nc3ccc([N+](=O)[O-])cc32)c(C)c1	1	6
117	O=C(c1ccn2c(-c3ccc(F)cc3)nnc2c1)N1CCN(c2ccccc2)CC1	-1	3
118	CCCn1ccc2sc(C)c(C(=O)N3CCN(C4CCN(C)CC4)CC3)c2c1=O	-4	-8
119	O=C1c2cccc([N+](=O)[O-])c2C(=O)N1CN1CCCCC1	-2	3
120	Cc1ccc(NC(=O)c2cnn3c(C(F)(F)F)cc(-c4ccco4)nc23)c(C)c1	-3	3
121	CN1CCN(C(C(=O)NC2CCCCC2)c2cc3c(cc2[N+](=O)[O-])OCO3)CC1 (stereo not given)	-2	2
122	O=C1c2ccccc2C(=O)N1CCCC(=O)N1CCc2ccccc21	-3	2
123	O=C(CSc1nnc(-c2cccnc2)o1)Nc1nc2ccccc2s1	-2	2
124	O=C1CSC(c2ccc(OC(F)F)cc2)N1c1ccc(Br)cc1 (stereo not given)	0	-10
125	O=C(Nc1cnc(-c2ccccc2)nc1)C1CCCC1	-3	1
126	COc1cccc(-c2nnc(SCC(=O)NC(C)c3ccccc3)n2-c2ccccc2)c1 (stereo not given)	2	12
